GPR151 activ – human GPR151 activation; PathHunter beta-arrestin GPR151 cells, luminescence; activation, % at 11.2 µM; Q8TDV0; 650,000 compounds, 1% hits; in the data active = activation above about 4.9%;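 also: 0% = median of compound wells and 100% = cells with positive control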
TEAD-YAP inh – TEAD-YAP interaction inhibition | inhibition, % at 9.12 µM | 640,000 compounds, 1.4% hits | HEK-TIYL cells, TEAD-Gal4/YAP UAS-luciferase luminescence; in the data active = inhibition above about 32%;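 also: 0% = median of test compound wells and 100% = reference inhibitor wells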
FBW7 activator – activators of human E3 ligase FBW7 | 650,000 compounds, 0.13% hits | normalized activity (activation), % at 26.1 µM | AlphaScreen FBW7–phospho-cyclin E peptide binding, activator screen; in the data active = normalized activity above about 1.9%;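 also: purified mutant Fbw7 with reduced substrate affinity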
Target sequence (Q969H0 whole entry, looked up): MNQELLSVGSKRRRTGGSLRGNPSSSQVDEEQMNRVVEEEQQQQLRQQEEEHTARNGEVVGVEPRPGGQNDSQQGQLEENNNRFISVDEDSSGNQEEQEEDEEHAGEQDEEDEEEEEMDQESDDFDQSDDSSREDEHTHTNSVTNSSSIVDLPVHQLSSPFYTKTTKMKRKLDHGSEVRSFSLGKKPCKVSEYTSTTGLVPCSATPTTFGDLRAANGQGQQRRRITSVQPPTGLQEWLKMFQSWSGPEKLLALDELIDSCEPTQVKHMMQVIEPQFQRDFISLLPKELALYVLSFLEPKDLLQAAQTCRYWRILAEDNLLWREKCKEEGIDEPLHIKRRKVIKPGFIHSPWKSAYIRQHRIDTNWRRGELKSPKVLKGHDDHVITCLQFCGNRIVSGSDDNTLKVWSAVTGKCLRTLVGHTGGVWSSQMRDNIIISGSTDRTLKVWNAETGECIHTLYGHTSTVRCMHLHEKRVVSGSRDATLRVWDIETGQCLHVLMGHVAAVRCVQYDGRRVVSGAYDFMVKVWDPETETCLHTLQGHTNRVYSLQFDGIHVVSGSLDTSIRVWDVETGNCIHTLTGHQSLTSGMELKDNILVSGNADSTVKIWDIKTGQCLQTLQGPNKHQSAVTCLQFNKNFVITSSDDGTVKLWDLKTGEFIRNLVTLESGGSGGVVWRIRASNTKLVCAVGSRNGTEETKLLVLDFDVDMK
MITF primary – blocks human microphthalmia-associated transcription factor | O75030 | AlphaScreen MITF homodimerization, bead proximity signal | inhibition, % at 2.6 µM | 650,000 compounds, 0.91% hits | AID 1259374; in the data active = inhibition above about 50%;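 also: 0% = vehicle wells with protein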
* marks the source's active call; other numbers are inactive results; nt = no result given.

no. | Molecule | FBW7 activator | TEAD-YAP inh | GPR151 activ | MITF primary
1 | Cc1ccc2c(c1)CN(CCNC(=O)CCc1cnccn1)CC(C)O2 (stereo not given) | -0.1 | 1.8 | 0.3 | 9.7
2 | COc1ccccc1-c1nc(C#N)c(N2CC(C)OC(C)C2)o1 (stereo not given) | 0.3 | 15.3 | -1.6 | 14.7
3 | CCCN1CC=C2C(C#N)=C(N)C(C#N)(C#N)C(c3ccccc3Cl)C2C1 (stereo not given) | -0.2 | 1.5 | 0.7 | 4.0
4 | CN1CCN(C(=O)/C(=C\c2ccccc2)c2ccccc2)CC1 | 0.1 | 4.4 | -0.1 | 1.1
5 | NNc1nc(NCc2ccccc2)nc(N2CCOCC2)n1 | -1.3 | 2.7 | 0.2 | 3.2
6 | Clc1cc(Br)ccc1OCCCn1ccnc1 | 0.5 | 3.6 | -0.3 | 43.0
7 | Cc1cccc(NC(=O)C2CCC(CNc3c(N4CCC(C)CC4)c(=O)c3=O)CC2)n1 (stereo not given) | -0.1 | -4.8 | 0.2 | -5.0
8 | COc1ccc(C(=O)N/C(=C\c2ccccc2)C(=O)NCCCC(=O)O)cc1 | -0.1 | -2.9 | 1.7 | -8.0
9 | CC(=O)Nc1c(C(=O)Nc2ccc(C)c(C)c2)oc2ccccc12 | 0.0 | -22.6 | 1.0 | 3.5
10 | Nn1c(Cn2ccnc2)nnc1Cn1ccnc1 | -0.4 | -0.6 | -0.2 | 28.4
11 | COc1ccc(-c2nnc(NC(=O)c3ccc(C)o3)s2)cc1 | 0.2 | -18.5 | -0.2 | -17.7
12 | COc1cc(Nc2nc(SCC(=O)c3ccc(Cl)c(Cl)c3)nc3ccccc23)cc(OC)c1OC | 0.0 | -1.4 | 0.7 | -0.4
13 | Cc1nn(-c2ccccc2)c2c1C(c1cccc(Cl)c1Cl)C(C#N)=C(N)O2 (stereo not given) | -0.1 | -6.1 | 1.1 | 2.1
14 | O=C1OCc2ccc([N+](=O)[O-])cc21 | 0.6 | 2.4 | -0.2 | 9.4
15 | O=C(CSc1nc2ccccc2c(=O)n1CC1CCC(C(=O)NCc2ccccc2)CC1)NC1CCCCC1 (stereo not given) | 0.0 | 3.6 | 0.0 | -10.6
16 | C=CCNC(=O)c1ccc(Cl)c(Cl)c1 | 0.0 | 0.0 | 0.1 | 2.2
17 | C#CC(O)C1CC2C=C(C)C1C2 (stereo not given) | 0.8 | -4.7 | 1.2 | 22.7
18 | COC(=O)Nc1ccc(S(=O)(=O)N2CCC(C(=O)Nc3ccc(F)cc3)CC2)cc1 | 0.0 | -3.2 | -0.8 | 2.2
19 | COc1cc(OC)cc(C(=O)NC23CC4CC(CC(C4)C2)C3)c1 | 0.0 | 4.8 | 0.0 | 32.9
20 | CC(C)(C)NC(=O)CSc1nnc2scc(-c3ccc(F)cc3)n12 | 0.0 | -4.4 | -0.7 | -26.4

(list continues)
no. | Molecule | FBW7 activator | TEAD-YAP inh | GPR151 activ | MITF primary
21 | CCOc1ccc(S(=O)(=O)NCc2cccs2)cc1C(=O)O | 0.5 | -0.4 | -2.4 | -5.0
22 | O=C(O)CC(NCc1ccccc1)C(=O)Nc1nc(-c2ccccc2)cs1 (stereo not given) | 0.0 | 2.1 | -0.1 | 4.0
23 | CCOc1ccccc1/C=C1/N=C(c2cccc([N+](=O)[O-])c2)OC1=O | 0.0 | 3.7 | 0.1 | 14.7
24 | CCOc1ccc(S(=O)(=O)Nc2cc(C)ccn2)c2ccccc12 | 1.1 | -1.7 | -0.3 | 14.3
25 | CC(OC(=O)C(C)N1C(=O)c2ccccc2C1=O)C(=O)c1ccccc1 (stereo not given) | 0.1 | 1.0 | -0.5 | 11.5
26 | CCOc1ccc(NC(=O)c2ccc(Br)c(S(=O)(=O)N3CCCC3)c2)cc1 | -0.1 | 35.5* | -0.3 | -4.7
27 | CC1CC(C)CN(S(=O)(=O)c2ccc(-n3cccn3)cc2)C1 (stereo not given) | 0.1 | 1.1 | -1.8 | 0.3
28 | O=C(Cn1cnc2c(cnn2-c2ccccc2)c1=O)NCc1ccc(F)cc1 | -0.1 | -4.6 | -0.3 | -4.8
29 | CCOP(=O)(OCC)c1nc(-c2ccccc2)oc1N1CCCCC1 | 0.1 | 1.1 | 4.8 | -4.0
30 | CCc1c(C)sc(NC(=O)c2cc(C)on2)c1C#N | 0.1 | -18.1 | -0.5 | 13.4
31 | COc1cccc(NC(=O)c2sc3ncn(Cc4ccccc4Cl)c(=O)c3c2C)c1 | -0.1 | -10.8 | 0.0 | 0.6
32 | COc1cccc(OCC(=O)Nc2cccc(Oc3ccc4c(c3)C(=O)NC4=O)c2)c1 | 0.0 | 3.7 | 1.1 | 3.0
33 | CCOc1ccccc1N1CCN(Cc2ccoc2)CC1 | 0.2 | 2.2 | 0.2 | 52.5*
34 | O=C(Cn1c(=O)oc2ccccc21)NCCCOc1cccc2cccnc12 | 0.6 | -4.0 | -1.3 | 15.1
35 | Cc1onc(-c2ccccc2)c1C(=O)N1CCN(c2ccc(Cl)cc2)CC1 | -0.1 | -7.7 | 1.5 | 12.6
36 | COc1ccc(-c2cnnc(NCCSc3nnnn3C)n2)cc1 | -0.1 | 7.1 | 2.7 | 6.5
37 | Cc1nc(C)n(-c2ccc(Nc3nccc(-c4noc(C)c4-c4cn[nH]c4)n3)cc2)n1 | 0.0 | 16.4 | -0.4 | 8.8
38 | O=C(CN(Cc1ccccc1)S(=O)(=O)c1ccc(Br)cc1)NCC1CCCO1 (stereo not given) | 0.1 | -10.7 | -1.4 | -20.1
39 | Cc1cc(NC(=O)C(c2ccccc2)c2ccccc2)sn1 | -0.1 | -12.6 | 1.6 | 3.5
40 | O=C1C=CC(=NS(=O)(=O)c2cc([N+](=O)[O-])ccc2Cl)C=C1 | 0.0 | 5.5 | 1.7 | 6.7

In the list so far, these have two or more sulfur atoms.
no. | Molecule | FBW7 activator | TEAD-YAP inh | GPR151 activ | MITF primary
20 | CC(C)(C)NC(=O)CSc1nnc2scc(-c3ccc(F)cc3)n12 | 0.0 | -4.4 | -0.7 | -26.4
21 | CCOc1ccc(S(=O)(=O)NCc2cccs2)cc1C(=O)O | 0.5 | -0.4 | -2.4 | -5.0

Profiles, quoted from the list:
CC1CC(C)CN(S(=O)(=O)c2ccc(-n3cccn3)cc2)C1 (stereo not given) is listed with FBW7 activator: 0.1; TEAD-YAP inh: 1.1; GPR151 activ: -1.8; MITF primary: 0.3
Cc1cc(NC(=O)C(c2ccccc2)c2ccccc2)sn1 is listed with FBW7 activator: -0.1; TEAD-YAP inh: -12.6; GPR151 activ: 1.6; MITF primary: 3.5

Continuation.
no. | Molecule | FBW7 activator | TEAD-YAP inh | GPR151 activ | MITF primary
41 | Cc1ccccc1C(=O)NCCn1cc(SCC(=O)N2CCOCC2)c2ccccc21 | 0.1 | -8.4 | 0.2 | 5.5
42 | CCN(CC)C(=O)C1=C(C)NC(=S)NC1c1ccc(OC)cc1 (stereo not given) | -0.2 | 8.0 | 1.6 | 9.1
43 | O=C(Nc1ccc2c(c1)OCCO2)c1ccc(F)cc1 | 0.2 | 43.4* | -6.3 | -15.2
44 | O=C(Cn1cnc2sc3c(c2c1=O)CCCC3)NCCC(=O)N1CCN(c2cccc(Cl)c2)CC1 | 0.0 | 8.7 | 0.6 | -16.9
45 | CCOc1cc(/C=N/n2c(-c3cccnc3)n[nH]c2=S)ccc1O | 0.0 | 16.4 | 0.8 | -11.2
46 | COc1cccc(CNS(=O)(=O)c2ccc3c(c2)C(C)(C)C(=O)N3C)c1 | 0.1 | 4.1 | -0.3 | 1.8
47 | O=C1N=C(N2CCOCC2)S/C1=C/c1ccc(-c2ccccc2)o1 | 0.0 | -33.7 | -1.4 | -1.7
48 | CCOC(=O)C1(CCCc2ccccc2)CCN(C(=O)CCc2ccc(=O)[nH]n2)CC1 | 0.0 | -0.1 | 0.8 | 11.4
49 | COc1ccccc1C1=N/C(=C\c2cccc([N+](=O)[O-])c2)C(=O)O1 | 0.4 | -6.4 | -1.1 | 8.3
50 | COCCNC(=O)/C(C#N)=C/c1ccc[nH]1 | -0.1 | 7.4 | 1.7 | 3.4
51 | CCCN1C(=O)CC(Nc2ccc(N(C)C)cc2)C1=O (stereo not given) | -0.1 | 0.2 | -0.2 | 11.1
52 | COc1ccccc1CNc1ccc(C(=O)NCCCN2CCCC2=O)cc1S(=O)(=O)Nc1cccc(C(F)(F)F)c1 | -0.1 | -5.6 | -0.8 | -2.9
53 | CCCNC(=O)c1c(-c2c(Cl)cccc2Cl)noc1C | 0.0 | -0.1 | 0.0 | 9.4
54 | Cc1c(C(=O)Nc2cccc(Cl)c2)sc2nc(SCC(=O)C(C)(C)C)n(CCc3ccccc3)c(=O)c12 | 0.0 | -11.0 | -1.4 | 5.9
55 | CC(C)(C)c1ccc(OCC(O)CN(CCO)CC(O)Cn2ccc3ccccc32)cc1 (stereo not given) | -0.1 | 3.7 | 2.6 | 13.5
56 | CC(C)N(Cc1c[nH]c2ccccc12)C(=O)Nc1ccccc1 | 0.0 | 3.6 | 0.0 | 0.0
57 | CCCn1c(NC(=O)c2cccc(S(=O)(=O)N(C)C(C)C)c2)nc2ccccc21 | -0.1 | 33.6* | 3.0 | 12.6
58 | C=CCN1CCN(C(c2ccc(F)cc2)c2nnnn2C(C)(C)CC)CC1 (stereo not given) | -0.1 | -20.2 | 0.0 | -2.2
59 | CCC(C)NC(=O)Nc1ccc2c(c1)N(CC)C(=O)c1ccccc1S2 (stereo not given) | 0.1 | 9.5 | 0.9 | 3.1
60 | COc1ccc2c(c1)cc(C)c1nn(CC(=O)NCc3cccs3)c(=O)n12 | 0.4 | 3.6 | -0.4 | 11.6

More entries:
no. | Molecule | FBW7 activator | TEAD-YAP inh | GPR151 activ | MITF primary
61 | CC(C)CCNC(=O)C(=O)Nc1cccc(Cl)c1 | 0.3 | -61.6 | -0.9 | 12.6
62 | COc1ccc(CCNC(=O)c2ccc(Cn3c(SCC(N)=O)nc4cc5c(cc4c3=O)OCO5)cc2)cc1OC | 0.1 | 7.7 | 0.4 | 12.1
63 | Cc1cccc(-n2c(CNC(=O)c3ccc(S(=O)(=O)N4CCOCC4)cc3)nnc2SCC(=O)Nc2nnc(C)s2)c1 | 0.2 | -0.9 | 0.3 | -18.3
64 | Cc1cc(C)c(NC(=O)CSc2nc(=O)n(CCCN3CCOCC3)c3c2CCC3)c(C)c1 | 0.0 | 4.7 | -0.2 | -2.7
65 | CNC(=O)NC(=O)CSc1ccc(NC(C)=O)cc1 | 0.1 | 6.0 | -0.5 | 8.4
66 | CC(=O)Nc1ccc2nc(C)ccc2c1 | -0.1 | 1.6 | 2.0 | 18.6
67 | Cc1c(NC(=O)COC(=O)c2cc3c(s2)CCCCC3)c(=O)n(-c2ccccc2)n1C | 0.1 | 3.6 | -0.5 | -4.8
68 | CCOC(=O)C1(Cc2ccc(Cl)cc2)CCN(C(=O)CCN2CCCCC2)CC1 | -0.1 | 8.2 | -0.2 | 6.9
69 | O=C1N[C@@H](Cc2ccccc2)C(=O)N2C[C@@H](NCc3cccc(F)c3)C[C@@H]12 | 0.2 | -3.9 | 0.7 | 11.0
70 | [O-][N+]12CC[N+]([O-])(CC1)c1ccccc12 | 0.0 | -9.1 | -2.2 | -7.0
71 | CCOc1ccc(-n2cc(C(=O)N3CCN(c4ccc(F)cc4)CC3)c3cc(OC)c(OC)cc3c2=O)cc1 | 0.1 | 8.3 | 0.3 | -3.0
72 | Cc1ccc(Cn2c(C)c(CNCCc3ccc(Cl)cc3)c(C(=O)O)c2C)cc1 | -0.1 | 4.4 | -0.9 | 34.1
73 | COc1ccc(NC(=O)CN2CCN(CC(=O)Nc3ccc(OC)cc3)CC2)cc1 | 0.3 | 6.4 | 0.1 | -5.3
74 | COc1ccc(-c2ccc(C(=O)Nc3ccc(Oc4ccccc4)cc3)s2)cc1 | 0.4 | 6.7 | -0.8 | 10.3
75 | Cc1nn(CC(=O)Nc2ccccc2)c(=O)c2ccccc12 | 0.1 | 2.3 | 2.2 | -5.3
76 | CCOc1cc(/C=N/NC(=O)CNc2n[nH]c(=O)[nH]c2=O)ccc1O | 0.1 | 6.8 | 0.0 | 10.2
77 | O=C(O)CCC/C=C\C[C@@H]1[C@@H](/C=C/[C@@H](O)CCc2cccc(C(F)(F)F)c2)[C@H](O)C[C@@H]1O | nt | nt | -1.9 | -0.5
78 | COc1ccc(-c2ccc(/C=C(\C#N)C(N)=S)o2)c([N+](=O)[O-])c1 | 0.0 | 7.9 | 1.7 | -12.4
79 | CCC1C(=O)NCCN1Cc1ccc2c(c1)CN(C/C=C/c1ccccc1OC)CCO2 (stereo not given) | -0.2 | 2.8 | -0.7 | 6.2

Three of the compounds above, field by field:
77. O=C(O)CCC/C=C\C[C@@H]1[C@@H](/C=C/[C@@H](O)CCc2cccc(C(F)(F)F)c2)[C@H](O)C[C@@H]1O
  FBW7 activator = nt
  TEAD-YAP inh = nt
  GPR151 activ = -1.9
  MITF primary = -0.5

78. COc1ccc(-c2ccc(/C=C(\C#N)C(N)=S)o2)c([N+](=O)[O-])c1
  FBW7 activator = 0.0
  TEAD-YAP inh = 7.9
  GPR151 activ = 1.7
  MITF primary = -12.4

79. CCC1C(=O)NCCN1Cc1ccc2c(c1)CN(C/C=C/c1ccccc1OC)CCO2 (stereo not given)
  FBW7 activator = -0.2
  TEAD-YAP inh = 2.8
  GPR151 activ = -0.7
  MITF primary = 6.2
